Source: PubChem BioAssay
Nrf2 block = Nrf2 pathway inhibition | A549 ARE-Fluc reporter, luciferase luminescence, 18-24 h | Potency, µM (highest dose often 46 µM), for inactives: at the top dose activity change, negative = inhibition, hits mostly inhibitors | actives 2.1% (n = 360,000) | AID 504444; further: potency means the concentration at half of the fitted maximal effect; on the % scale 0 is the no-effect control and ±100 the full control effect; nearly all actives have a fitted effect of over 60% in size
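Reporter: ARE-Fluc in A549. Exposure: 18-24 h, 37 °C, 5% CO2, 5% FBS OPTI-MEM. Readouts: fluorescent cytotoxicity (CellTiter-Fluor), then luminescent Nrf2 signal after BugLite.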
Abeta rescue = A-beta toxicity reversal in yeast. yeast expressing A-beta42, growth rescue, OD600, 48 h; response scale: 0% DMSO, 100% iron-clioquinol control. Potency, µM (series often up to 46.1 µM), without a hit: at the highest dose growth rescue, most hits filed as activators. actives 0.063% (n = 410,000). AID 1347071; further: potency means the concentration at half of the fitted maximal effect; nearly all actives have a fitted effect of over 55% in size
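Yeast A-beta toxicity model in growth medium with pinned compounds, 48 h at 30 C; growth read as absorbance at 600 nm. Normalized to FeCl3/clioquinol equimolar mix (positive) and DMSO (negative).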
pAkt inh = Akt phosphorylation inhibition; Neuro2A IGF-stimulated pAkt S473 HTRF, 20 min; stronger effect = lower value; activity change, % for hits at 50 µM; actives 0.32% (n = 360,000); in the data active means activity change below about -80%; inconclusive means mostly about -51% to -80%; further: on the % scale 0 is the no-effect control and ±100 the full control effect
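Single-point screen (50 µM final compound) in Neuro2A cells stimulated 20 min with 6 nM IGF at 37 deg C. After lysis, Ser473-phosphorylated Akt read by HTRF (ex 330 nm, em 615/665 nm) as the 665/615 ratio.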
HepG2 viability = counter-screen for TGF-b inhibitors: cytotoxicity in HepG2 cells | HepG2 CAGA-GFP viability, ATP luminescence, 18 h | Potency, µM (series often up to 46.1 µM), inactives show at the top dose activity change, negative = cytotoxicity, most hits filed as cytotoxic | actives 0.76% (n = 410,000); further: potency means the concentration at half of the fitted maximal effect; some results filed as inactive show a strong effect at the top dose
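CellTiter-Glo luminescence gave cytotoxicity after 18 hours at 37 degrees C. The cells were HepG2 CAGA-GFP in 1% FBS DMEM, stimulated with 500 pg/mL TGF-beta after compound addition. %Activity was normalised to no-cell wells (complete cell-killing) and DMSO (no toxicity), and curves were fitted and classified.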
Nrf2 ARE act = activators of Nrf2 (ARE) signaling. AREc32 ARE-luciferase reporter (MCF7-derived line), luminescence, 24 h. Potency, µM (doses to about 46.1 µM), inactives show top-dose activation, actives largely listed as activators. actives 0.31% (n = 410,000). AID 624171; further: potency means the concentration at half of the fitted maximal effect; % of control where 0% means no effect; nearly all actives have a fitted effect of over 65% in size
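For detection, Steady-Glo was added and plates sat 30 min at RT; before that, AREc32_Fluc cells grown overnight in OPTI-MEM/5% FBS had been treated with 23 nL compound for 24 hr at 37 deg C.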
CCT chaperon mod = changes cytosolic chaperonin activity | purified chaperonin ATPase assay, HTRF ADP detection, 30 min | activity change, % (concentration not given with the values), hits read low | actives 0.3% (n = 360,000); in the data active means activity change below about -30%; further: on the % scale 0 is the no-effect control and ±100 the full control effect
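We incubate TRiC, 40 or 20 nM final, with library compounds at 76 uM and 10 uM ATP for 30 min at 37 °C. ADP formed is detected with Transcreener HTRF reagents after 30 min at room temperature.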
TGFb SMAD3 inh = inhibitors of TGF-b signaling; HepG2 CAGA-GFP TGF-b/SMAD3 reporter, GFP fluorescence, 18 h; TGF-beta stimulated, 500 pg/mL final; Potency, µM (highest dose often 46.1 µM), without a hit: top-dose activity, negative = inhibition, actives largely listed as inhibitors; actives 1.2% (n = 410,000); AID 588855; further: potency means the concentration at half of the fitted maximal effect; on the % scale 0 is the no-effect control and ±100 the full control effect; nearly all actives have a fitted effect of over 65% in size
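Per well, imaged GFP fluorescence of HEPG2 CAGA-GFP cells gives the signal; cells get compound, then TGF-beta (500 pg/mL final), 18 h at 37 degrees C; %Activity versus -TGF-beta and +DMSO controls.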
Mm-Cpn inhibitor = M. maripaludis TRiC chaperonin inhibition. purified Mm-Cpn ATPase, ADP Transcreener TR-FRET. Potency, µM (doses to about 76.9 µM), for the others: at the top dose activity, negative = inhibition, most hits filed as inhibitors. actives 0.031% (n = 330,000); further: potency means the concentration at half of the fitted maximal effect; on the % scale 0 is the no-effect control and ±100 the full control effect; nearly all actives have a fitted effect of over 80% in size
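Purified archaeal Mm-CPN (25nM final) preincubated 10 min at 37degC with compound, then 10uM ATP for 30 min at 37degC; ADP measured by HTRF Transcreener TR-FRET; buffer 30 mM TRIS pH 7.4, 100mM KCl, 5mM MgCl2, 1mM DTT.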
A549 viability = A549 cytotoxicity, counter-screen for Nrf2 inhibitors | A549 ARE-Fluc cells, CellTiter-Fluor viability, 18-24 h | Potency, µM (series often up to 46 µM), for the others: at the highest dose activity change, negative = cytotoxicity, most hits filed as inhibitors | actives 0.16% (n = 390,000) | AID 504648; further: potency means the concentration at half of the fitted maximal effect; on the % scale 0 is the no-effect control and ±100 the full control effect
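A549 ARE_Fluc cells in 5% FBS OPTI-MEM were exposed to compounds in concentration-response for 18-24 h at 37 deg C. Viability was read by CellTiter-Fluor fluorescence (Ex 405/Em 525) after 30 min, before the luciferase read.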
Active calls of the source: *; i = inactive; u = inconclusive; x = not tested or not shown; [ ] = another dose, or the depositor's remark. Unless noted, the call rests on the fitted dose curve; in most records, active means well fitted curve in the direction sought with a large enough effect; inconclusive means small, poorly fitted or top-dose-only effect, or another doubt; inactive means no such curve, though single readings can be large; an effect the other way counts as inactive or inconclusive. The order is random; any-hit rate near 4.3%.

SMILES	Nrf2 block	Abeta rescue	pAkt inh	HepG2 viability	Nrf2 ARE act	CCT chaperon mod	TGFb SMAD3 inh	Mm-Cpn inhibitor	A549 viability
Cc1cc(CNC(=O)Cn2cc([N+](=O)[O-])cn2)c2ccccc2n1	-6%	-11%	i	-2%	0.2%	-0.2	-5%	-4%	2%
O=C(c1ccc(Cl)cc1)c1c[nH]c(C(=O)NNc2ccccc2)c1	0%	-1%	i	-18%	0.1%	-1.7	-14%	1%	-1%
O=C(NCc1ccco1)c1ccc(S(=O)(=O)N2CCCCC2)cc1	3%	8%	i	12%	0.1%	1.4	4%	3%	0%
Cc1cc(C)c(C)c(S(=O)(=O)N2CCC(C(=O)NCC(c3ccccc3)N(C)C)CC2)c1C (stereo unspecified)	u	2%	i	-20%	2.5%	-1.0	u	u	22%
CC1(C)Oc2ccc(C(=O)N3CCOCC3)cc2N(CC(=O)N2CCOCC2)C1=O	u	1%	i	-17%	0.2%	0.6	-39%	1%	-2%
CC1(C(=O)NC2CCCCC2)CCC(=O)N1Cc1cccs1 (stereo unspecified)	3%	10%	i	2%	-2.0%	0.4	0%	-1%	10%
O=C1NC(=O)/C(=C\c2ccc(Oc3cnccn3)cc2)S1	u	-9%	i	-4%	7.0%	1.0	-19%	1%	-15%
Brc1ccc(OCc2nnnn2-c2ccccc2)cc1	-1%	-9%	i	-25%	0.0%	-3.9	2%	3%	-3%
COc1ccc(OC)c(NC(=O)CN2CCc3ccccc3C2)c1	u	1%	i	-13%	-0.3%	0.4	-6%	-2%	1%
O=C(Cn1nc2sc3ccccc3n2c(=O)c1=O)c1cccs1	-11%	-2%	i	3%	0.2%	2.1	-13%	3%	-10%
COc1ccc(NC(=O)CSC2=Nc3ccccc3C3=NC(CCC(=O)NCc4cccs4)C(=O)N23)cc1 (stereo unspecified)	x	-7%	x	-17%	6.7%	x	-8%	x	7%
C=CCN1c2ccccc2[C@]23C[C@@H](C(=O)OC)N(C(=O)c4ccco4)C2=NC(C(=O)OC)=C(C(=O)OC)[C@H]13	-14%	1%	i	-23%	-1.2%	0.2	3%	-1%	-7%
CCOC(=O)N1CCN(C(=O)C(CC)c2ccccc2)CC1 (stereo unspecified)	1%	4%	i	2%	0.6%	-9.8	13%	-1%	-13%
O=C1c2ccccc2C(=O)N1CC(O)COc1cccc2ccccc12 (stereo unspecified)	x	-6%	i	-12%	0.1%	-0.9	-15%	x	x
CCOC(=O)C1=C(C)N(CCO)C(=O)NC1c1cccc(O)c1 (stereo unspecified)	x	12%[9.22 µM]	i	-7%	0.3%	1.4	-1%	1%	12%
Cc1cc(N2CCN(c3ccccc3)CC2)n2ncnc2n1	21µM*	-3%	i	8%	0.0%	-3.2	-3%	-1%	-5%
O=C(N/N=C/c1ccccc1[N+](=O)[O-])c1cccs1	u	3%	i	-17%	15%	0.1	7%	2%	-6%
COc1ccc(C(CNC(=O)c2cc(=O)[nH]c3ccccc23)N2CCCC2)cc1 (stereo unspecified)	25%	8%	i	2%	0.3%	0.2	u	5%	1%
O=c1nc2n(c3cccc(Cl)c13)CCCCC2	-13%	-11%	i	-10%	-0.5%	-1.6	-5%	-1%	4%
CCCCNC(=O)Cc1coc2ccc3ccccc3c12	-20%	22%	-110%*	-26%	-0.4%	-2.4	17%	-11%	-17%
CCn1c(NC(=O)/C=C/c2ccc(F)cc2)nc2ccccc21	u	u	i	-28%	5.9%	-0.1	-4%	-3%	-1%
CCCCCOc1ccc(C(=O)CCC(=O)N2CCCC2)cc1	2%	-42%[inhibitor]	i	-12%	1.9%	0.1	20%	0%	2%
Cc1ccc(-c2nc(CS(=O)(=O)CC(=O)Nc3cc(F)ccc3F)c(C)o2)cc1	-15%	-14%	i	-4%	0.3%	0.4	-5%	-1%	-6%
CCOC(=O)/C(=C/C1=CC(=C/N(C)C)/C(=O)O1)C(C)=O	-4%	-11%	i	-7%	-0.1%	1.5	-1%	-2%	u
CCC1Cc2[nH][nH]c(=O)c2C(CC)O1 (stereo unspecified)	x	-12%	i	x	-1.8%	1.5	x	x	x
CCS(=O)(=O)c1ccc(O)c(NC(=O)CC2(CC(=O)O)CCCC2)c1	3%	3%	i	0%	-0.6%	-1.7	-5%	-2%	-1%
O=C(CN1CCN(Cc2ccccc2Cl)C1=O)NCC1CCCO1 (stereo unspecified)	-10%	8%	i	-13%	0.4%	-1.9	-10%	0%	-3%
COc1ccc(-c2cc(C(F)(F)F)n3nc(C(=O)Nc4cccc(C(F)(F)F)c4)c(Br)c3n2)cc1	-5%	-6%	x	-21%	-0.1%	x	u	x	-6%
Cc1c(CCC(=O)O)c(=O)oc2cc3occ(C(C)(C)C)c3cc12	18µM*	-16%	i	-7%	4.5%	-0.7	2%	-5%	-1%
COC(=O)c1cc(NC(=O)c2cccc(F)c2)cc(C(=O)OC)c1	-9%	-24%	i	-10%	12%	-1.4	-2%	1%	4%
CC(=O)N1c2ccc(S(=O)(=O)NCCC(=O)NC3CCCCCC3)cc2CC1C (stereo unspecified)	1%	9%	i	-1%	-0.4%	-0.3	1%	0%	-4%
COc1cc(-c2nc3nc(C)cc(C)n3c2Nc2ccc(Cl)cc2)ccc1O	u	-14%	x	-40%	3.4%	x	13µM*	x	2%
Cc1cc(NC(=O)CCc2ccc(S(=O)(=O)N3CCOCC3)cc2)n(-c2ccccc2)n1	u	4%	i	-1%	2.6%	0.2	-8%	-1%	-4%
Cc1cc(-c2ccc(S(=O)(=O)N(C)c3ccc(C)c(C)c3)s2)on1	-12%	x	i	-8%	0.5%	-2.6	u	-7%	-3%
CC(C)NC[C@@H](O)c1ccc(O)c(O)c1	-8%	3%	i	-28%	-0.5%	-0.4	-2%	-4%	-2%
O=[N+]([O-])c1cccc(-c2nc3ccc([N+](=O)[O-])cc3[nH]2)c1	-23%	-18%	i	-11%	7.1%	0.3	u	-1%	0%
COc1cccc(OCCCOc2ccc([N+](=O)[O-])cc2Cl)c1	-12%	-13%	i	-15%	-0.4%	1.7	-5%	4%	10%
CC1CCC(C(C)C)C(OCC(O)CN2CCCC(C)C2)C1 (stereo unspecified)	4%	-13%	i	-28%	1.7%	-0.6	-10%	-2%	-15%
CCOc1ccc(NC(=O)N(C2CCCCC2)C(C)c2cccnc2)cc1 (stereo unspecified)	15%	4%	i	1%	0.6%	-5.2	5%	2%	4%
CCCCN(C)C(=O)Cn1ncc2c3ccccc3n(CCC)c2c1=O	-11%	-4%	i	-42%	0.8%	-8.2	u	0%	2%
CCOc1cccc(-c2c(C(=O)N/N=C/c3ccc(C)s3)nnn2-c2nonc2N)c1	-9%	-7%	i	-2%	-0.3%	-0.4	-22%	0%	-8%
COCCNC(=O)CSc1ccc(-c2nc3ccccc3[nH]2)cn1	13%	2%	i	0%	2.7%	-3.1	-4%	0%	-7%
O=C(CN1CCCC1c1cccs1)Nc1cccc(S(=O)(=O)N2CCCC2)c1 (stereo unspecified)	u	5%	i	-17%	0.9%	-2.4	-15%	-3%	1%
CC(=O)NC(CCS(C)(=O)=O)C(=O)Nc1ccccc1Cl (stereo unspecified)	x	0%	i	6%	0.1%	0.7	10%	0%	0%
Nn1c(SCC(=O)Nc2ccccc2F)nc2ccccc2c1=O	x	9%	i	8%	0.2%	-3.8	17%	-2%	3%

Quoted at random: 6 compounds from above.
SMILES	Nrf2 block	Abeta rescue	pAkt inh	HepG2 viability	Nrf2 ARE act	CCT chaperon mod	TGFb SMAD3 inh	Mm-Cpn inhibitor	A549 viability
O=[N+]([O-])c1cccc(-c2nc3ccc([N+](=O)[O-])cc3[nH]2)c1	-23%	-18%	i	-11%	7.1%	0.3	u	-1%	0%
COc1cc(-c2nc3nc(C)cc(C)n3c2Nc2ccc(Cl)cc2)ccc1O	u	-14%	x	-40%	3.4%	x	13µM*	x	2%
CCOc1cccc(-c2c(C(=O)N/N=C/c3ccc(C)s3)nnn2-c2nonc2N)c1	-9%	-7%	i	-2%	-0.3%	-0.4	-22%	0%	-8%
Nn1c(SCC(=O)Nc2ccccc2F)nc2ccccc2c1=O	x	9%	i	8%	0.2%	-3.8	17%	-2%	3%
CCOc1ccc(NC(=O)N(C2CCCCC2)C(C)c2cccnc2)cc1 (stereo unspecified)	15%	4%	i	1%	0.6%	-5.2	5%	2%	4%
Cc1cc(-c2ccc(S(=O)(=O)N(C)c3ccc(C)c(C)c3)s2)on1	-12%	x	i	-8%	0.5%	-2.6	u	-7%	-3%

Next section
SMILES	Nrf2 block	Abeta rescue	pAkt inh	HepG2 viability	Nrf2 ARE act	CCT chaperon mod	TGFb SMAD3 inh	Mm-Cpn inhibitor	A549 viability
Cc1cccc(C(=O)NCC(=O)OCC(=O)NC2CCCCC2)c1	2%	6%	i	-3%	-0.3%	-0.8	9%	1%	-4%
Cc1cc([N+](=O)[O-])nn1Cc1c(F)c(F)c(F)c(F)c1F	-18%	2%	i	4%	-0.4%	-2.6	-10%	1%	-3%
COc1ccc(NC(=O)CN(C)C(=O)C2CC(=O)N(CCc3ccc(OC)c(OC)c3)C2)cc1 (stereo unspecified)	1%	-1%	i	14%	-0.5%	2.2	12%	x	-4%
Cc1ccccc1C(=O)N[C@H](C(=O)OCC(=O)c1ccc[nH]1)C(C)C	0%	-6%	i	-3%	0.3%	-0.5	-4%	-2%	0%
